Screens deposited in PubChem by National Center for Advancing Translational Sciences (NCATS).
AID inhibitor: Primary qHTS assay for inhibitors of Activation Induced Cytidine Deaminase (AID): AID signal; AID deamination FRET fluorescence, UDG-coupled, 4 h; Potency, µM (series often up to 115 µM), for inactives: at the highest dose activity change, negative = inhibition, actives largely listed as inhibitors; 91,000 compounds, 0.32% hits; note: nearly all actives have a fitted effect of over 25% in size
Target sequence (Q9GZX7 whole entry, looked up): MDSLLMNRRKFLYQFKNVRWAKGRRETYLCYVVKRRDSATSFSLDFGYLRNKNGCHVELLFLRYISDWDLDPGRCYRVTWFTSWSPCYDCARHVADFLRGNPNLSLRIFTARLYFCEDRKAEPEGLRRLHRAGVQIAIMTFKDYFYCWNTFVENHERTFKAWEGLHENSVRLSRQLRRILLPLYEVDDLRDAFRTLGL
UDG counterscr: Primary qHTS assay for inhibitors of Activation Induced Cytidine Deaminase (AID): UDG Counterscreen signal | FRET deamination/UDG coupled assay, UDG read, 4 h | 91,000 compounds, 0.14% hits | Uracil-DNA glycosylase | AID 1347430, 2020 | Potency, µM (titrated, usually from 115 µM), inactives show top-dose activity change, negative = inhibition, most hits filed as inhibitors; note: nearly all actives have a fitted effect of over 65% in size
An asterisk follows results filed as active; ? = inconclusive; [ ] = another dose, or the depositor's remark. Calls come from the whole dose curve; as a rule, active = well fitted curve in the direction sought with a large enough effect; inconclusive = small, poorly fitted or top-dose-only effect, or another doubt; inactive = no such curve, though single readings can be large; an effect the other way counts as inactive or inconclusive. % is set by controls: 0 for no effect and ±100 for the full control effect; potency is the fitted concentration of half-maximal effect. This is a subset; rates above refer to the full screens.

#	Structure	AID inhibitor	UDG counterscr
1	N#C/C(=C/c1cn(Cc2ccc(F)cc2)c2ccccc12)C(=O)Nc1cccc(Cl)c1	-20%[57.5 µM]	-4%[57.5 µM]
2	COc1ccc(N(Cc2cccs2)C(=O)COc2cc(C)c(Cl)c(C)c2)cc1	?	-19%
3	CCN1CCN(CCCNC(=O)c2ccc3c(c2)sc2nc(-c4ccc(OC)cc4)cn23)CC1	?	-5%[57.5 µM]
4	Cc1cccc(NC(=O)CSc2nc(=O)n(CCN3CCOCC3)c3c2CCC3)c1	17%	7%
5	CCN1C(=O)c2ccccc2Sc2ccc(NC(=O)c3ccc(C#N)cc3)cc21	10%	-14%
6	Cc1nnc(NC(=O)NCC(C)(C)N2CCCC(C)C2)s1 (stereo not given)	5%	7%
7	CCCCNC(=O)CN1CCN(c2ccc(C(=O)O)cc2NS(=O)(=O)c2cccs2)CC1	9%	-3%
8	COc1ccc(/C(C)=C(\C#N)c2nc3ccccc3[nH]2)cc1	14%	5%
9	COc1ccccc1C(=O)Nc1cc2c(cc1N1CCCC1)n(C)c(=O)c(=O)n2C	8%	7%
10	Cc1c(-c2ccccc2)c(=O)oc2ccc(OS(=O)(=O)c3ccc(F)cc3)cc12	-2%	7%
11	CCOc1ccc(CNCc2cccs2)cc1OCC	-1%	-6%
12	CCOc1ccc(-n2ccn3c(SC(CC)C(=O)Nc4cc(C)ccc4C)nnc3c2=O)cc1 (stereo not given)	-5%	1%
13	Cc1cc(C)cc(Nc2nc(NC3CCCCCC3)nc3c2cnn3-c2ccccc2)c1	-7%	-2%
14	CC(C)Oc1ccc(CNC(=O)c2ncoc2-c2cccs2)cc1	-20%	-16%
15	O=C(Nc1nc2n(n1)C(c1ccc(F)cc1)C=C(c1ccccc1)N2)c1ccc(Cl)cc1 (stereo not given)	-13%	5%

Quoted at random: 5 records from the list.
#	Structure	AID inhibitor	UDG counterscr
10	Cc1c(-c2ccccc2)c(=O)oc2ccc(OS(=O)(=O)c3ccc(F)cc3)cc12	-2%	7%
12	CCOc1ccc(-n2ccn3c(SC(CC)C(=O)Nc4cc(C)ccc4C)nnc3c2=O)cc1 (stereo not given)	-5%	1%
5	CCN1C(=O)c2ccccc2Sc2ccc(NC(=O)c3ccc(C#N)cc3)cc21	10%	-14%
11	CCOc1ccc(CNCc2cccs2)cc1OCC	-1%	-6%
8	COc1ccc(/C(C)=C(\C#N)c2nc3ccccc3[nH]2)cc1	14%	5%

Remaining list, next part.
#	Structure	AID inhibitor	UDG counterscr
16	Fc1ccc(C(c2nnc(-c3ccccc3)o2)N2CCN(c3ccccc3)CC2)c(Cl)c1 (stereo not given)	-15%	?
17	Cc1ccc(NC(=O)C2CCCN(S(=O)(=O)c3ccc4c(c3)CCCC(=O)N4)C2)cc1Cl (stereo not given)	36%[activator]	13%
18	O=c1c2ccccc2nc(-c2ccc(Cl)cc2)n1CCCOc1ccccc1F	6%	11%
19	N#Cc1nc(C2CC2)oc1N1CCN(Cc2ccc(F)cc2Cl)CC1	-25%	2%
20	CCOC(=O)c1scc(-c2ccccc2)c1S(=O)(=O)Nc1ccccc1	0%	6%
21	COc1cc(-c2noc(CCC(=O)Nc3cc(C)ccc3C)n2)cc(OC)c1OC	-9%	1%
22	CCc1cc2c(CN3CCN(c4ccccc4)CC3)cc(=O)oc2cc1O	1%	-8%
23	N#CCN(CC#N)C(=O)Cc1cccs1	5%	7%
24	O=C(NC1CCCCC1)c1ccc2c(Cl)c3c(nc2c1)CCCC3	-18%	-12%
25	COc1ccc(S(=O)(=O)NCc2nc(-c3ccccc3)no2)cc1	6%	6%
26	O=C(N/N=C/C=C/c1ccccc1)c1csc2ccccc12	2%	1%
27	Cc1cccc(CCNC(=O)CCc2c(C)nc3ncnn3c2C)c1	0%	3%
28	COc1cccc(NC(=O)c2sc3nc4c(c(-c5ccco5)c3c2N)CCCCC4)c1	-6%	-8%
29	O=C(O)c1cccc(OCc2ccc(Cl)cc2)c1	-5%	-3%
30	COc1ccccc1CNC(=O)COCc1cc(-c2ccc3c(c2)OCO3)on1	?	?

#	Structure	AID inhibitor	UDG counterscr
31	NC(=O)C1CCN(C(=O)c2ccccc2NC(=O)c2nsc3ccccc23)CC1	-7%	14%
32	COc1ccc(OCC(=O)Nc2ccccc2C(=O)OCc2cc(=O)n3nc(C)sc3n2)cc1	-5%	0%
33	Cc1ccc(CN(C)C(=O)CN2CCN(c3ccc([N+](=O)[O-])c4cnccc34)CC2)c(C)c1	-10%	-7%
34	N#CC1(c2ccc(N)cc2)CCCC1	-9%	-10%
35	Cc1ccc(-c2nc3cccc(C)c3nc2-c2ccc(C)cc2)cc1	2%	-4%
36	Cc1cccc(-c2nc(C(N)=O)c3c(n2)n(-c2ccc4c(c2)OCO4)c(=O)n3C)c1	21%	-2%
37	CCc1nc2nc(-c3cccc(OC)c3)cc(=O)n2[nH]1	11%	0%
38	COc1ccc(S(=O)(=O)n2ccnc2)cc1C(C)(C)C	15%	-1%
39	CCN(CC)c1cc(C)c2cc(NC(=O)c3cccc(OC)c3OC)ccc2n1	-1%	-7%
40	COc1cccc(C(=O)CC(CC(=O)c2cccc(OC)c2)c2ccccc2C(=O)O)c1	-7%	-7%
41	BrCC1CCCNC1 (stereo not given)	-1%	2%
42	O=C(NC1CC(=O)N(c2cccc(F)c2)C1)C1CCCC1 (stereo not given)	12%	-4%
43	CCc1ccc2c(c1)c1nc(C)sc1n2S(=O)(=O)c1ccc(C)cc1	17%	0%
44	O=C(COC(=O)c1cccnc1Nc1cccc(C(F)(F)F)c1)NCc1ccc2c(c1)OCO2	-5%	-6%
45	C(=Nc1ccc(Nc2ccccc2)cc1)c1ccc(OCc2ccccc2)cc1	-29%	-5%

#	Structure	AID inhibitor	UDG counterscr
46	COc1cc(Cl)c(C)cc1NC(=O)C1CCN(c2nc3ccccc3n3cccc23)CC1	15%	-4%
47	O=C(CSc1nc2c(oc3ccccc32)c(=O)n1-c1ccccc1F)Nc1ccccc1	-20%	7%
48	C/C(=N\NC(=O)Cc1cccc2ccccc12)c1cccc(NC(=O)c2ccc(Cl)cc2)c1	2%	-3%
49	CC(=O)N1c2ccc(S(=O)(=O)NCC3CCC(C(=O)Nc4ccc(C)c(C)c4)CC3)cc2CC1C (stereo not given)	-1%	-3%
50	COc1ccc(N2CCN(C(=O)c3cc(S(=O)(=O)N4CCC(C)CC4)cn3C)CC2)cc1	-10%	-5%
51	Cc1nc(S(=O)(=O)N2CCN(c3ccccc3F)CC2)cn1C	10%	-14%
52	Cc1ccc(CNCCC2=CCCCC2)s1	-6%	0%
53	N#CC1(NC(=O)CSc2c(Cl)cccc2Cl)CCCCC1	-7%	2%
54	CCN(C(=O)c1ccc2c(=O)n3c(nc2c1)CCCCC3)c1cc(C)ccc1C	-7%	-14%
55	O=C(c1ccco1)N1CCN(c2nc3c(Cl)cccc3s2)CC1	-12%	-4%
56	COCC(=O)n1nc(NCc2ccc(F)cc2)nc1NCc1ccc(F)cc1	-1%	-13%
57	CCN(CC)S(=O)(=O)c1ccc(N)c(N)c1	-1%	4%
58	CN(C)C(=O)Cc1ccc(C(F)(F)F)cc1	-8%	-2%
59	N#CC(C(=O)/C=C/c1ccccc1)C(=O)Nc1ccccc1Cl (stereo not given)	-22%	-7%
60	O=C(O)c1ccc2nc(-c3cc4cccc(O)c4oc3=O)[nH]c2c1	-2%	-7%

#	Structure	AID inhibitor	UDG counterscr
61	Cc1ccc(CNC(=O)c2ccc3cc[nH]c3c2)cc1	-5%	4%
62	O=C(NC1CCCCC1)C1CCC(Cn2cnnn2)CC1 (stereo not given)	5%	-1%
63	Cc1ccc(CSc2ccc(-c3cccs3)nn2)cc1	-4%	-2%[57.5 µM]
64	Cc1ccc(CN(Cc2ccco2)c2cnc(S(C)(=O)=O)nc2C(=O)Nc2ccc(Br)cc2)o1	-11%	-17%
65	CCn1c(C)c(C)c2cc(C(=O)N3CCN(c4ccccc4)CC3)ccc21	?	50%[activator]
66	Cc1ccccc1-c1nnc(-c2ccc(C(=O)NCC3CCCO3)cc2)o1 (stereo not given)	-6%	4%
67	FC(F)(F)c1ccccc1-n1ccnc1	-6%	-2%
68	O=C(CC1(O)C(=O)N(Cc2ccccc2)c2ccc(Br)cc21)c1ccccc1 (stereo not given)	9%	-4%
69	COc1ccc2c(c1)c(=O)c(S(=O)(=O)c1ccc(Cl)cc1)cn2C	11%	-9%
70	CCN(CC)CCNC(=O)c1c(C)oc2ncnc(N3CCOCC3)c12	22%	-8%
71	Cc1csc(NC(=O)COc2cccc3ccccc23)n1	1%	5%
72	Cc1ccc(-c2cnc(CCC(=O)N(C)CC(=O)Nc3ccccc3Br)o2)cc1C	-5%	-6%
73	O=C(CCNS(=O)(=O)c1cccc2nsnc12)Nc1ccc(F)cc1	-17%	10%
74	COc1ccc2c(Sc3ccc(Cl)cc3)c(C(=O)N3CCC(C)CC3)[nH]c2c1	?	-12%
75	CC(=O)N1CCc2c(sc3c2c(=O)n(-c2ccccc2C)c(=O)n3Cc2cccc(F)c2)C1	-11%	?

#	Structure	AID inhibitor	UDG counterscr
76	Cc1cccc(C(=O)NCCS(=O)(=O)Cc2ccccc2)c1	0%	2%
77	Cc1ccc(-n2c(=O)c3cccnc3n2CC(=O)Nc2cccc(C)c2C)cc1	-17%	-2%
78	Cc1nn(C(=O)C2CCCN2S(=O)(=O)c2ccc(F)cc2)c(C)c1Sc1ccccc1 (stereo not given)	-4%	-2%
79	CCCCOC(=O)c1nc2ccccc2nc1NCc1ccccc1	-4%	2%
80	CCn1cc(C(=O)N2CCN(c3cccc(C(F)(F)F)c3)CC2)c2cc(OC)c(OC)cc2c1=O	-40%	-10%
81	Cc1cc(C)cc(NC(=S)NCCc2ccc(Cl)cc2)c1	2%	3%
82	CCC1CN(C(=O)NCc2ccc(C)cc2)c2cc(Cl)ccc2O1 (stereo not given)	8%	4%[57.5 µM]
83	Cc1cc(=O)n(CC(=O)NCCC(C)C)c2c1c(C)nn2C	5%	48%[activator]
84	Cc1cc(OCC(=O)NCC2(N3CCOCC3)CCCCC2)ccc1Cl	?	-5%[57.5 µM]
85	N#Cc1ccc(/C=C/c2ccc(C#N)cc2)cc1	-6%	13%
86	CCOC(=O)c1c(Nc2cc(C)cc(C)c2)nnc(-c2ccccc2)c1-c1ccccc1	?	-15%
87	C=CCNC(=O)NC(=O)CNc1cc(C(F)(F)F)ccc1NC1CCCCC1	0%	0%
88	Cc1ccc(CNC(=S)NC(C)C(C)(C)C)cc1 (stereo not given)	-4%	-9%
89	CCCCOc1cccc(C(=O)N(Cc2ccc(C)o2)c2ccccn2)c1	-3%	25%
90	O=C1CSc2ccc(C(=O)NCCc3cccnc3)cc2N1	3%	1%

#	Structure	AID inhibitor	UDG counterscr
91	COc1cc(C#N)ccc1OCc1ccccc1Br	-3%	-11%
92	CCOC(=O)c1ccc(N2CCN(CC)CC2)c(NC(=O)CSc2ccc(Cl)cc2)c1	2%	1%
93	Cc1cccc(C)c1NC(=O)CN(C)C(=O)Cc1csc(-c2cccc(Br)c2)n1	11%	-11%
94	O=C(Nc1ncc(Cc2cccc(Cl)c2)s1)C1CCCCC1	4%	1%
95	COc1cc(/C=C/C(=O)Oc2ccc3c(c2)OCO3)cc2c1OCCO2	4%	5%
96	Cc1ccc2nc(/C(C#N)=C/c3ccco3)[nH]c2c1	40%[activator]	-2%
97	Cc1cc(CSc2ncccc2C(=O)Nc2ccnn2Cc2ccco2)no1	-6%	0%
98	OCc1c[nH]c2c1ccc1ccccc12	1%	-2%
99	CCCn1c2ccc(C)cc2c2nnc(SCCN3CCCCC3)nc21	?	3%
100	COc1ccc(CNC(=O)Cn2c(SCC(=O)Nc3ccc(OC)cc3)nc3ccccc32)cc1	-15%	-1%
101	CCn1c(=O)c2ccccc2n(CC(=O)Nc2ccc(-c3cccc(C(F)(F)F)c3)cc2)c1=O	-3%	-14%
102	Cc1cccc(NC(=O)c2cc(C3CC3)nc3ccccc23)c1C	8%	-5%
103	COc1ccc(NC(=O)C2CCN(S(=O)(=O)c3ccc4[nH]c5c(c4c3)CCCCC5)CC2)cc1	5%	0%
104	O=C(COc1ccccc1)Nc1ccc(S(=O)(=O)N(Cc2ccccc2)c2ccccc2)cc1	-6%[57.5 µM]	1%[57.5 µM]
105	CC1=C(C(=O)Nc2ccccc2)C(c2ccccn2)n2nc(SCc3ccccc3Cl)nc2N1 (stereo not given)	-19%	-5%

#	Structure	AID inhibitor	UDG counterscr
106	CN(Cc1ccc(C(=O)NCC(F)(F)F)cc1)C(=O)C1CCN(C(=O)C2CC2)CC1	-3%	-5%
107	Cc1ccc(-c2nn3c(C)nnc3c3ccccc23)cc1S(=O)(=O)NCC(C)O (stereo not given)	-2%	9%
108	CCCOC(=O)c1ccc(Nc2c(C(=O)OCC)cnc3c(C)cc(Cl)cc23)cc1	-4%	-5%
109	Cc1cc(C)cc(NC(=S)NCc2ccc(Cl)cc2)c1	64%	-9%
110	CC(C)(O)C#Cc1ccc(C(=O)N2CCN(C/C=C/c3ccccc3)CC2)cc1	0%	2%
111	Cc1cccc(-c2nc(CC(=O)N(C)CC(=O)Nc3cccc(F)c3)cs2)c1	-2%	1%
112	O=C(CSc1ncnc2sccc12)N(Cc1ccc(F)cc1)C1CCCCC1	-15%	0%
